TROY NFkB inh – inhibitors of TROY-driven NF-kB signaling, primary screen, Q293 LMP1-TROYcd cells, NF-kB luciferase, uHTS; AID 1347056, 2019; 360,000 compounds, 0.98% hits; inhibition, % at 10 µM; Q293 LMP1-TROYcd NF-kB luciferase reporter, 4 h;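 active = compounds whose plate-normalised and pattern-corrected inhibition of the luciferase reporter signal at the single screening dose is 50% or more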
LRH-1 inv ag – LRH-1 (NR5A2) inverse agonists, primary screen, cell-based, luminescence, HEK293T, StAR-luciferase reporter. 360,000 compounds, 0.13% hits. inhibition, % at 3.6 µM. AID 602396, 2012. LRH-1 transfected, 24 h;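 active = inhibition above the mean inhibition of all tested compounds plus 3 SD, cut at about 73% in these data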;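 note: 0% = DMSO wells and 100% = reporter-only cells lacking LRH-1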
TLR9-MyD88 block – inhibitors of TLR9-MyD88 association in cells, primary screen, cell-based, CHO, BLA complementation, fluorescence. inhibition, % at 4.98 µM. 340,000 compounds, 0.21% hits. AID 504734, 2011. CCF4 FRET ratio;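 active = inhibition above the mean over all tested compounds plus 3 SD, cut at about 21% in these data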;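 note: 0% = DMSO only wells and 100% = clavulanate BLA inhibitor control wells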
Target sequence (Q99836 whole entry, looked up): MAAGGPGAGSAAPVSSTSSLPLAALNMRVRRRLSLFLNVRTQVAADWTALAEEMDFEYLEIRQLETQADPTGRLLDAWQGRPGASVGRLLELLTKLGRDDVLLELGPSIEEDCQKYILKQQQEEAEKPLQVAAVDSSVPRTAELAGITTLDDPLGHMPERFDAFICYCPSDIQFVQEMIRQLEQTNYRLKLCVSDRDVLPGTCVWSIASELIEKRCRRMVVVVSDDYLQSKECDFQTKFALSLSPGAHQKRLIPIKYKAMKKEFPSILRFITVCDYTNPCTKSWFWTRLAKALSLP
Target sequence (Q9NR96 whole entry, looked up): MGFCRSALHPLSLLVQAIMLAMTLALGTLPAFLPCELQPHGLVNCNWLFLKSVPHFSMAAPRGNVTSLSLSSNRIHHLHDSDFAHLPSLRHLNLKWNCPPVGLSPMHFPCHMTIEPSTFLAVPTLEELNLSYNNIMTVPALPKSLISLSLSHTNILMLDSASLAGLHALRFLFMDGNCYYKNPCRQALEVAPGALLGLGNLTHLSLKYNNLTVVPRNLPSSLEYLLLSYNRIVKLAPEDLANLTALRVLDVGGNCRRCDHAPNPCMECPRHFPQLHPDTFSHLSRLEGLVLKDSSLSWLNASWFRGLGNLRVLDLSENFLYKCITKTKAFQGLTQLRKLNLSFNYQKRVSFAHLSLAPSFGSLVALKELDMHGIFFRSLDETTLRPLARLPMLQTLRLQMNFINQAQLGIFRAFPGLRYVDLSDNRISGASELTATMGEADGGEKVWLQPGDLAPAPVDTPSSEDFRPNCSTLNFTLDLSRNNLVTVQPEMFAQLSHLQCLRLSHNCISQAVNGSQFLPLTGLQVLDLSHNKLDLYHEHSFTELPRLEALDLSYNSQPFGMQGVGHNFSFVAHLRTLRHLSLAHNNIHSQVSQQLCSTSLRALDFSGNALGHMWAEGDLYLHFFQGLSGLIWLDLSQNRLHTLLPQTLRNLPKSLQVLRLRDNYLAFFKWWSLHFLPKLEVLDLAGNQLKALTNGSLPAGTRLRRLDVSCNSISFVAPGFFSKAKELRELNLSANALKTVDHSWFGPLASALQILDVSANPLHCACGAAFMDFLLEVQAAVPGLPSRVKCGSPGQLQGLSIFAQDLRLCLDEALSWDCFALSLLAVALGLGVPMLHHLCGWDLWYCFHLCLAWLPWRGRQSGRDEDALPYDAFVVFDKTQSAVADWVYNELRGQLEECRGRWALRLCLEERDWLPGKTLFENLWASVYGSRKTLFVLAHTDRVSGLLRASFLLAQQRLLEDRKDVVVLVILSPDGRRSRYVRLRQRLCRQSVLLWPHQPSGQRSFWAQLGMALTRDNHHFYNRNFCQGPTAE
SRC1 inh – SRC1 coactivator transcriptional activity inhibitors, primary screen, cell-based, luminescence. Nuclear receptor coactivator 1 (Homo sapiens), Q15788. HEK293 GAL4-SRC1 luciferase reporter. inhibition, % at 3.6 µM. 360,000 compounds, 0.12% hits;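 active = inhibition above the campaign mean plus 3 SD, with each screening campaign given its own cutoff, cut at about 60% in these data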;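 note: 0% = DMSO treated cells and 100% = gossypol at 36 µM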
TRAIL sens C8 – viability loss with TRAIL in NB7+C8 cells, primary screen, TRAIL sensitizer project, cell-based, ATPlite luminescence | inhibition (viability loss, TRAIL sensitization), % at 10 µM | 360,000 compounds, 1% hits | AID 624354, 2012;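 active = compounds causing at least 50% loss of cell viability in the single-dose screen, relative to plate controls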
NCOA3 inh – SRC3 coactivator transcriptional activity inhibitors, primary screen, cell-based, luminescence. Nuclear receptor coactivator 3 (Homo sapiens), Q9Y6Q9. HEK293 GAL4-SRC3 luciferase reporter. inhibition, % at 3.6 µM. 360,000 compounds, 0.17% hits. AID 588352, 2011;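 active = inhibition above a per-campaign cutoff, the mean of all compounds plus 3 SD, cut at about 60% in these data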;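 note: 0% = DMSO-treated cells and 100% = gossypol-treated cells at 36 µM; higher means less SRC3-driven luciferase light from the GAL4 reporter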
NCOA2 inhibitor – inhibition of GAL4-SRC2 driven luciferase reporter, primary screen, SRC2 inhibitor project, cell-based, luminescence. inhibition, % at 9 µM. 370,000 compounds, 0.17% hits. HEK293 GAL4-SRC2 luciferase reporter. AID 651957, 2012. Nuclear receptor coactivator 2 (Homo sapiens), Q15596;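 active = inhibition above the mean inhibition of all tested compounds plus 3 SD, set per campaign, cut at about 52% in these data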;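 note: 0% = DMSO treated cells and 100% = cells given Gossypol at 36 µM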
EBV LMP1 NFkB – EBV LMP1-driven NF-kappaB luciferase reporter inhibitors, primary screen, cell-based, luminescence, single point; LMP1-induced NF-kappaB luciferase reporter cells; inhibition, % at 12.5 µM; 350,000 compounds, 0.69% hits; in the data active = inhibition above about 41%;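 note: 0% = neutral control wells and 100% = reference inhibitor control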
TWEAK Fn14 block – inhibitors of TWEAK-Fn14 signaling, primary screen, luciferase reporter cells, uHTS; TWEAK-stimulated Fn14 reporter cells, luciferase luminescence, 8 h; inhibition, % at 10 µM; 360,000 compounds, 2% hits; AID 1159606, 2016; in the data active = inhibition above about 50%
NOD2 RIPK2 PPI – NOD2-RIPK2 binding disruptors in cells, primary screen, fluorescence, CHO cells, BLA complementation. Receptor-interacting serine/threonine-protein kinase 2 (Homo sapiens), O43353. CCF4 ratio. inhibition, % at 4.98 µM. 360,000 compounds, 0.38% hits; in the data active = inhibition above about 21%;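 note: 0% = vehicle only and 100% = reference blocker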
COUP-TFII inh – NR2F2 transcriptional activity inhibitors, primary screen, cell-based, luciferase reporter, HEK293T, luminescence. inhibition, % at 8.6 µM. 370,000 compounds, 0.7% hits. COUP transcription factor 2 (Homo sapiens), P24468. HEK293T NGFI-A luciferase reporter;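 active = inhibition above a per-plate cutoff, mean inhibition of test wells between control levels plus 3 SD, cut at about 38% in these data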;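 note: cells cotransfected with COUP-TFII expression vector driving the NGFI-A reporter; 0% = median of COUP-TF2 test wells and 100% = reporter-only cells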
* marks the source's active call; other numbers are inactive results; . = no result given. A portion of the library; count on the stated rates, not on these rows.

Molecule	TWEAK Fn14 block	NOD2 RIPK2 PPI	TRAIL sens C8	SRC1 inh	LRH-1 inv ag	EBV LMP1 NFkB	COUP-TFII inh	NCOA2 inhibitor	TLR9-MyD88 block	TROY NFkB inh	NCOA3 inh
COC(=O)c1cccc(-n2sc3ccccc3c2=O)c1	-10	40*	-6	-5	14	6	-7	-1	12	-25	-5
COC(=O)N/N=C/c1ccc([N+](=O)[O-])s1	0	4	9	5	6	-10	2	-12	5	-2	-9
COc1ccc(/C=N/Nc2cc(N(C)C)nc(N(C)C)n2)cc1	-33	-4	28	-12	12	-8	-1	-7	2	-29	11
O=C(COc1ccc(Cl)cc1Cl)NN=C1c2ccccc2-c2ccccc21	-35	-6	29	15	-7	-29	-6	4	-8	3	2
COc1ccc(Nc2nnc(SCC(=O)c3cc(C)n(CC4CCCO4)c3C)s2)cc1 (stereo unspecified)	-1	8	15	-9	-28	-12	2	-27	-17	5	-5
CCOC(=O)C1CCCN(S(=O)(=O)c2cccs2)C1 (stereo unspecified)	1	-17	5	12	16	-14	-5	-3	-3	2	9
COc1ccccc1Cc1c(-c2ccc(Cl)cc2)nc2c(Cl)cc(C(F)(F)F)cn12	22	-2	-2	.	-10	.	3	-6	.	26	.
COc1cccc(CNc2nc(NC(C)C)nc3ccsc23)c1	-40	-7	18	-1	28	.	11	-1	.	21	-28
CC1CN(c2ccc(Cl)cc2[N+](=O)[O-])CCN1S(C)(=O)=O (stereo unspecified)	-8	0	5	-34	0	-13	0	7	7	-10	-2
COCCNc1nc(NCc2ccc(C(C)C)cc2)c2sccc2n1	41	-3	24	19	7	.	38*	3	.	38	10
CCNC(=O)C1(C)CCN1CCC(=O)c1ccc(C)cc1 (stereo unspecified)	-6	0	-13	9	-17	.	6	-40	.	-12	3
CCOc1ccccc1C1CC(=O)NC(SCC(=O)Nc2nccs2)=C1C#N (stereo unspecified)	0	-16	-1	0	-50	8	-2	14	-7	-15	9
COc1cc(C2N(Cc3ccccc3)CCN2Cc2ccccc2)ccc1OC(C)=O	10	-6	5	6	1	-4	-5	4	-10	8	-8
O=C(Cn1nc(-c2ccccc2)c2ccccc2c1=O)NCCN1CCOCC1	0	-9	-17	-9	2	1	-17	-19	-2	-10	-6
CCCCCn1nc(C(=O)N(CC(C)C)c2c(N)n(CCCC)c(=O)[nH]c2=O)c2ccccc2c1=O	-10	4	-9	-5	10	-5	2	-2	2	-7	9
COc1cc(NC(=O)c2onc(C)c2Cl)c(OC)cc1Cl	-18	-5	-31	-18	10	-5	-4	-8	13	-11	5
O=C(NCCOc1ccc(F)cc1)C1CCC(=O)N(CCCN2CCCC2=O)C1 (stereo unspecified)	-6	-5	-1	-8	7	3	2	-4	-15	5	4
COC(=O)C1CCN(C(=O)c2oc3c(Cl)cc(C)cc3c2C)CC1	-14	8	-8	-254	-193	2	-21	-37	3	-39	-67
O=C(O)c1cccnc1SCC(=O)C12CC3CC(CC(C3)C1)C2	-12	8	10	0	12	-6	-9	0	2	-23	8
CCCS(=O)(=O)N1CCCC(C(=O)Oc2ccc(Cl)cc2)C1 (stereo unspecified)	-13	1	-7	-5	2	6	-27	4	-9	0	9
COC(=O)CCC(=O)Nc1cccc(C(=O)Nc2cccc(Cl)c2)c1	-16	-1	2	-34	5	-3	-22	-20	2	-16	2
CC(C)(C)CC(C)(C)N=C1NS(=O)(=O)c2cc([N+](=O)[O-])ccc21	-13	-5	1	-1	7	5	1	10	0	-11	6
O=C(NCc1cccnc1)C1CCN(S(=O)(=O)c2cccc(C(F)(F)F)c2)CC1	12	-6	-3	-13	5	3	-13	-31	9	8	6
CCOCC(=O)Nc1ccc2c(c1)OCCO2	42	-2	-9	-43	13	7	-13	-28	2	16	-22
O=S(=O)(NC1CC1)c1ccc(S(=O)(=O)N(Cc2ccccn2)C2CCCC2)cc1	-4	-3	20	-4	-13	-1	17	-2	3	14	-22
O=C(CCn1nc(-c2ccccc2)c2ccccc2c1=O)NN1CCOCC1	2	-1	-9	-4	-10	2	26	4	6	0	6
O=C(NCCN1CCOCC1)c1cc(-c2ccc(Cl)s2)nc2ccccc12	16	3	-9	-12	3	3	10	13	-9	-9	-13
CCOc1ccc(NC(=O)c2cc3ccccc3cc2OC)cc1	-26	1	19	-64	-71	-21	-45	-27	-2	-95	-79
COc1ccc(NC(=O)c2cc(C3CCCCN3C(=O)OCCF)on2)c(C)c1 (stereo unspecified)	15	1	-22	-1	6	.	9	2	.	-11	4
Cc1cccc(N=Nc2c(C)c(C#N)c(O)[nH]c2=O)c1	-40	-7	-9	-5	19	1	13	-13	3	-50	9
CSC1=N/C(=C\C=C\c2cccs2)C(=O)S1	11	3	-9	-3	10	-4	10	0	0	-15	2
Cc1c(/C=N/O)c2ccccn2c1C=O	8	0	-3	-3	2	2	-8	-1	2	-5	9
COc1ccc(NC(=O)Nc2nnc(C(C)(C)C)s2)cc1	-23	14	-8	-34	-51	-3	-7	-23	-3	-36	-36
C=CCNC(=O)c1ccccc1NS(=O)(=O)c1ccc(SC)cc1	8	-8	-10	-1	3	-2	-11	-17	-2	-4	-12
O=C(CN1C(=O)NC2(CCCC2)C1=O)OCc1ccc(F)cc1	5	-13	9	2	-14	-1	3	-7	-10	-8	-15
CC(OC(=O)c1cccnc1Cl)C(=O)NCc1ccccc1 (stereo unspecified)	-5	-4	-18	0	-28	-3	-13	-11	-28	5	-25
CCOC(=O)C(Oc1ccc2c(-c3ccccc3)cc(=O)oc2c1C)c1ccccc1 (stereo unspecified)	34	1	4	-2	3	-1	18	7	9	16	22
Cc1cc(NC(=O)OC(C)(C)C)c(-n2nnnc2C(C(=O)c2ccccc2)N2CCOCC2)cc1C (stereo unspecified)	.	10	-12	.	23	.	-9	8	.	.	.
COC(=O)C1=CNC=C(C(=O)OC)C1c1cccc2ccccc12	1	0	-8	-2	-1	-13	-1	15	-8	-3	-1
CCc1ccc(NC(=O)CSc2nc(NS(=O)(=O)c3ccccc3)cc(=O)[nH]2)cc1	-6	5	4	-7	-3	-5	19	8	-1	-1	-2
c1ccc(Cc2nc(-c3ccccn3)no2)cc1	1	3	17	-58	-78	-10	-46	-28	-5	-28	-59
Cc1ccc(C)c(Nc2nc3c(S(=O)(=O)c4ccccc4)nnn3c3ccccc23)c1	-29	0	14	5	10	-3	-8	-43	10	7	19
Cn1cnc2nc[nH]c2c1=S	2	8	-9	-1	11	-2	16	-1	-10	-10	5
C=C(C)CSc1nc(C)c(Cc2ccccc2)c(=O)[nH]1	-2	3	-6	2	-5	-1	8	12	4	0	3
O=C(c1cccc2ccccc12)C1CCCN(C(=O)CCc2cnccn2)C1 (stereo unspecified)	7	7	-4	-17	-18	1	-12	13	5	-19	-10
Cc1ccc2[nH]c(=O)c(CN(CC3CCCO3)S(=O)(=O)c3cccc4nsnc34)cc2c1 (stereo unspecified)	0	-8	-3	-25	-11	0	-23	-2	-8	-5	11
C[C@H](CO)N1C[C@H](C)[C@H](CN(C)C(=O)c2ccncc2)OCc2cnnn2CCCC1=O	-6	-4	-8	-11	-4	-1	-9	7	2	7	-11
O=C(COc1ccccc1)N=C1SC2CS(=O)(=O)CC2N1Cc1ccccc1 (stereo unspecified)	-14	-12	-14	-6	-10	2	-5	26	6	5	-11
O=C(CCC1CCCC1)Nc1cc(Cl)ccc1N1CCOCC1	-15	7	9	-4	6	-9	-2	3	7	-25	10
CCCCn1c(N)c(N(CC(C)C)C(=O)c2ccc(N3C(=O)c4ccccc4C3=O)cc2)c(=O)[nH]c1=O	-2	3	11	-4	-1	7	-11	17	-7	2	-1
COc1ccc(OC)c(/C=N/c2oc(-c3ccco3)c(-c3ccco3)c2C#N)c1	-9	-5	-2	-3	-5	-1	11	11	5	-2	-8
Cc1cc(=O)[nH]c(SCC(=O)c2ccc(O)c(O)c2)n1	-21	7	4	-1	7	9	9	17	-9	32	-18
O=C(CN1C(=O)c2ccccc2C1=O)Nc1sc2c(c1C(=O)NCC1CCCO1)CCC2 (stereo unspecified)	2	-12	-6	-3	3	-9	-7	-13	7	-9	0
FC(F)(F)c1cccc(Nc2nc(N3CCOCC3)nc(N3CCOCC3)n2)c1	-2	6	-6	6	-8	-11	-14	-7	-8	0	2
Cc1c(C(=O)NCc2ccccc2C(F)(F)F)sc(=O)n1Cc1ccc2ccccc2c1	16	-12	1	-3	-15	.	17	12	.	4	1
CCC(C(=O)N1CCCCCC1)n1nc(C)n2c(cc3occc32)c1=O (stereo unspecified)	0	-8	-7	6	-4	-1	-9	5	-2	-6	13
O=C(C1=C[C@H](C2CC2)C[C@H](OCCCCO)O1)N1CCN(Cc2ccccc2)CC1	4	-7	0	-23	14	-12	11	14	9	-3	12
CCCCOc1ccc(C(=O)NCC(=O)NCC(=O)OCC)cc1	24	4	11	8	4	8	-4	-8	-4	8	16
Nc1nc(SCc2ccc(Cl)cc2Cl)c2ncn(C3OC(CO)C(O)C3O)c2n1 (stereo unspecified)	-14	-2	2	-23	1	-2	7	-23	7	10	1
Cc1cccc(Oc2nccc(C(F)(F)F)c2C(=O)Nc2ccc(F)cc2F)c1	-13	-1	6	-17	7	-8	12	-15	1	10	22

Carrying on:
Molecule	TWEAK Fn14 block	NOD2 RIPK2 PPI	TRAIL sens C8	SRC1 inh	LRH-1 inv ag	EBV LMP1 NFkB	COUP-TFII inh	NCOA2 inhibitor	TLR9-MyD88 block	TROY NFkB inh	NCOA3 inh
COc1ccc(OC)c(C2CC(=O)OC3=C2C(=O)CC(C)(C)C3)c1 (stereo unspecified)	-8	-5	-1	17	-4	-2	9	-9	-9	-1	15
Cc1[nH]c2ccccc2c1CCNC(=O)c1ccc2nccnc2c1	4	-1	1	-5	-5	2	-3	-10	7	-2	-19
COCC(=O)N1C[C@H]2CON(C)[C@H]2C[C@H]1c1ccc(N2CCCCC2)cc1	-7	2	-10	7	-19	.	-1	24	.	5	7
O=C(c1cc(COc2c(F)cccc2F)on1)N1CCC(c2ccncc2)CC1	39	-8	18	28	16	-11	60*	-7	-6	7	30
O=C1C(C=NC2CC2)=C(O)c2ccccc21	-10	0	-2	-37	-40	-8	-33	-6	4	42	-21

Screening data (PubChem BioAssay)
